Assay outcomes (PubChem)
IDE exosite inh = exo-site inhibitors of human insulin-degrading enzyme. P14735. purified IDE, FL-6b probe fluorescence polarization; stronger effect = lower value. z-score at 20 µM. 17,000 compounds, 6.3% hits. AID 1259349;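 active means z-score of -3 or lower, meaning strong loss of probe binding signal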;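 further: His-tagged human IDE residues 42-1019 made in E. coli with 30 nM FL-6b probe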
Target sequence (P14735 42-1019 limits assumed): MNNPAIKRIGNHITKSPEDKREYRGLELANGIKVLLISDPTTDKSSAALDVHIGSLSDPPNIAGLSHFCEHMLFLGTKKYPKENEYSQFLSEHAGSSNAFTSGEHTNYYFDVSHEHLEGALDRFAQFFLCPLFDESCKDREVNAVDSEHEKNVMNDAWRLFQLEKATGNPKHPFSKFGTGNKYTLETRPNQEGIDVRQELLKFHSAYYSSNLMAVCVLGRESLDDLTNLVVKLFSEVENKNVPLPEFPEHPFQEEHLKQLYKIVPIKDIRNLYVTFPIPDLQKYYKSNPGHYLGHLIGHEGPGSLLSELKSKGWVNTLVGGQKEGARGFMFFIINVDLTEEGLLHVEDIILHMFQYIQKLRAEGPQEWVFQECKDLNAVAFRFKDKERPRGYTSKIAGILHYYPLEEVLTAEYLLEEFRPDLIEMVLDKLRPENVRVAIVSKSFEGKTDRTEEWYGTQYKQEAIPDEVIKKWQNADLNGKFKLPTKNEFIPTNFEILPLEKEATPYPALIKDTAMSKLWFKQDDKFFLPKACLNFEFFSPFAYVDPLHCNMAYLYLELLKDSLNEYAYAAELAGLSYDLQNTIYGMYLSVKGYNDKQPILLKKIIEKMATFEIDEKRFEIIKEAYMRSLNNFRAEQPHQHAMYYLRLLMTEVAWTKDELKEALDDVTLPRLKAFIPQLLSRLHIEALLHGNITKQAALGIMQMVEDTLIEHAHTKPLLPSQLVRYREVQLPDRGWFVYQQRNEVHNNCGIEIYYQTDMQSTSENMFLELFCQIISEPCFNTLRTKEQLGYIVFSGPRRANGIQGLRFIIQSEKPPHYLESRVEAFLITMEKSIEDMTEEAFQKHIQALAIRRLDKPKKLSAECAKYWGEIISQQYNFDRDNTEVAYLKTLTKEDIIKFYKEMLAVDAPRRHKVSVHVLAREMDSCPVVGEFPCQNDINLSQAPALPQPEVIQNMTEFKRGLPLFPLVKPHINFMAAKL
Numbers without * were called inactive; ! = repeats disagree. An excerpt; count on the stated rates, not on these rows.

Screening CCC(=O)N1[C@@H](CO)[C@H](c2ccc(-c3cccnc3)cc2)[C@@H]1CN(CC)C(C)=O returned IDE exosite inh 0.75.
Screening CS(=O)(=O)N1[C@H](CO)[C@H](c2ccccc2-c2ccccc2F)[C@@H]1C#N returned IDE exosite inh -0.193.
`O=C(C1CC1)N1CCCCN2[C@H](C1)[C@H](c1ccc(C#CC3CCCC3)cc1)[C@@H]2CO` gave IDE exosite inh 2.84.
For CC=Cc1ccc2n(c1=O)C[C@H]1[C@H](CO)[C@@H](C(=O)NCCc3cn(C)cn3)[C@@H]2N1C(=O)C1CCC1 (mixture of isomers) the results were IDE exosite inh 0.393.
Screening O=S(=O)(c1ccccc1F)N1CCCCN2[C@H](CO)[C@H](c3ccc(-c4ccccc4)cc3)[C@@H]2C1 returned IDE exosite inh 2.56.
For COCC(=O)N1CC2(C1)CN(Cc1nccs1)[C@H](CO)c1c2c2ccc(OC)cc2n1C the results were IDE exosite inh 1.01.
Screening COCC#Cc1ccc([C@H]2[C@@H](CO)N3CCCCN(Cc4cccnc4)C[C@H]23)cc1 returned IDE exosite inh 0.665.
For CN(C)CC#Cc1ccc([C@H]2[C@H](CO)N3C(=O)CN(C(=O)Cc4ccccc4)C[C@@H]23)cc1 the results were IDE exosite inh -1.51.
`CS(=O)(=O)N1CCCCN2[C@H](CO)[C@H](c3ccc(Br)cc3)[C@@H]2C1` gave IDE exosite inh 0.759.
For O=C(NC[C@H]1[C@H](c2ccccc2)[C@H](CO)N1C(=O)C1CCC1)NC1CCCC1 the results were IDE exosite inh 1.09.
`COc1cccc(S(=O)(=O)N2CCCCN3[C@H](CO)[C@@H](c4ccc(-c5cccnc5)cc4)[C@H]3C2)c1` gave IDE exosite inh 2.55.
`CCCC(=O)N1CCC2(CC1)CN(C(=O)Cc1ccccn1)[C@@H](CO)c1[nH]c3cc(OC)ccc3c12` gave IDE exosite inh 1.69.
CC(C)c1cn(CC[C@@H]2CC[C@@H](NS(=O)(=O)c3ccc(F)cc3)[C@@H](CO)O2)nn1 was read as IDE exosite inh 3.37.
For COCC(=O)N1CCCCN2[C@H](C1)[C@@H](c1ccc(C#Cc3ccc(OC)cc3)cc1)[C@@H]2CO the results were IDE exosite inh 4.06.
Screening C[C@H](CO)N1C[C@H](C)[C@H](CN(C)Cc2ccccc2C(=O)O)OCc2cnnn2CCCC1=O returned IDE exosite inh 0.0466.
For CN(C)CC(=O)N1[C@H](CO)[C@H](c2ccc(/C=C/c3ccccc3)cc2)[C@@H]1C#N the results were IDE exosite inh -1.46.
`CCC(=O)N1CC2(C1)CN(Cc1cccc(Cl)c1)[C@H](CO)c1[nH]c3cc(OC)ccc3c12` gave IDE exosite inh -2.34.
For C[C@@H]1CN([C@@H](C)CO)C(=O)CCCn2cc(nn2)CO[C@@H]1CN(C)S(=O)(=O)c1ccc(-n2cccn2)cc1 the results were IDE exosite inh -2.3.
For C[C@H]1CN([C@@H](C)CO)C(=O)Cc2cc(NC(=O)Nc3ccc(F)cc3)ccc2O[C@@H]1CN(C)S(C)(=O)=O the results were IDE exosite inh 1.44.
CCC(=O)N1CC(=O)N2[C@H](CO)[C@H](c3ccc(C#CC4CCCC4)cc3)[C@H]2C1 was read as IDE exosite inh 0.147.
For C[C@H](CO)N1C[C@H](C)[C@H](CN(C)Cc2cccc(C(F)(F)F)c2)OCc2cnnn2CCCC1=O the results were IDE exosite inh -0.138.
CN1C(=O)c2cc(NC(=O)Cc3cccs3)ccc2OC[C@@H]2O[C@H](CC(=O)NCCCN3CCOCC3)CC[C@@H]21 was read as IDE exosite inh -1.36.
Screening N#C[C@H]1[C@H](c2ccc(C#Cc3ccccc3F)cc2)[C@@H](CO)N1C(=O)C1CCOCC1 returned IDE exosite inh -5.92*.
Screening COc1ccccc1NC(=O)N1CC(=O)N2[C@H](CO)[C@@H](c3ccc(C#Cc4ccccc4)cc3)[C@@H]2C1 returned IDE exosite inh 1.03.
CNC[C@H]1OCCCC[C@@H](C)Oc2ccc(NS(=O)(=O)c3ccc(F)cc3)cc2C(=O)N([C@@H](C)CO)C[C@H]1C was read as IDE exosite inh 2.5.
`Cc1noc(C)c1C(=O)N(C)C[C@@H]1OCc2ccccc2-c2ccccc2C(=O)N([C@@H](C)CO)C[C@@H]1C` gave IDE exosite inh -0.537.
`CCC(=O)N1CC[C@@H]2[C@H]1c1cc(-c3ccc(C#N)cc3)ccc1N(C)[C@H]2CO` gave IDE exosite inh 1.42.
COc1ccc(CN(C)C[C@H]2OCCCC[C@H](C)Oc3ccc(NC(=O)C4CCCCC4)cc3C(=O)N([C@@H](C)CO)C[C@H]2C)cc1 was read as IDE exosite inh 0.665.
`O=C(C[C@@H]1C[C@@H]2c3cc(NC(=O)c4ccc5c(c4)OCO5)ccc3O[C@@H]2[C@H](CO)O1)NCCN1CCCCC1` gave IDE exosite inh -1.05.
For COCC(=O)Nc1ccc2c(c1)C(=O)N(C)C[C@@H](OC)[C@@H](C)CN(CCc1ccccc1)[C@H](C)CO2 the results were IDE exosite inh 0.302.
COc1ccc2c3c(n(C)c2c1)[C@H](CO)N(Cc1ccccn1)CC31CN(Cc2ccccn2)C1 was read as IDE exosite inh -0.192.
For O=C(CC(F)(F)F)N1C[C@@H]2[C@H](c3ccccc31)[C@H](CO)N2CC1CCOCC1 the results were IDE exosite inh -0.45.
Screening CC1C=NC(S(=O)(=O)N2CC[C@H]3[C@@H](CO)N(C)c4ccc(C#Cc5cccnc5)cc4[C@H]32)=N1 (some centres undefined) returned IDE exosite inh -1.58.
Screening OC[C@@H]1[C@@H](c2ccccc2)C2(CN(Cc3nccs3)C2)N1CC1CCOCC1 returned IDE exosite inh -0.299.
`N#C[C@@H]1[C@H](c2ccc(-c3cncnc3)cc2)[C@H](CO)N1C(=O)Cc1ccccc1` gave IDE exosite inh 1.47.
CCC(=O)N1CCCCN2[C@H](C1)[C@@H](c1ccc(C#Cc3cccnc3)cc1)[C@@H]2CO was read as IDE exosite inh -2.37.
Screening O=C(C[C@@H]1CC[C@@H]2[C@H](COC[C@H](O)CN2Cc2ccc(C(F)(F)F)cc2)O1)N1CCc2ccccc2C1 returned IDE exosite inh -0.64.
Screening COc1ccc2c3c([nH]c2c1)[C@H](CO)N(C(=O)CN(C)C)CC31CN(C(=O)c2cccnc2)C1 returned IDE exosite inh 1.11.
COc1ccc(C#Cc2ccc([C@@H]3[C@H](CO)N4C(=O)CN(C(=O)C5CCOCC5)C[C@@H]34)cc2)cc1 was read as IDE exosite inh 3.25.
O=C(c1ccncc1)N1C[C@@H]2N[C@H](C1)C2c1ccc(/C=C/c2ccccc2)cc1 (some centres undefined) was read as IDE exosite inh -13.8*!.

No new results follow: entries from further up.
For C[C@H](CO)N1C[C@H](C)[C@H](CN(C)Cc2cccc(C(F)(F)F)c2)OCc2cnnn2CCCC1=O the results were IDE exosite inh -0.138.
CN1C(=O)c2cc(NC(=O)Cc3cccs3)ccc2OC[C@@H]2O[C@H](CC(=O)NCCCN3CCOCC3)CC[C@@H]21 was read as IDE exosite inh -1.36.
Screening N#C[C@H]1[C@H](c2ccc(C#Cc3ccccc3F)cc2)[C@@H](CO)N1C(=O)C1CCOCC1 returned IDE exosite inh -5.92*.
Screening COc1ccccc1NC(=O)N1CC(=O)N2[C@H](CO)[C@@H](c3ccc(C#Cc4ccccc4)cc3)[C@@H]2C1 returned IDE exosite inh 1.03.
CNC[C@H]1OCCCC[C@@H](C)Oc2ccc(NS(=O)(=O)c3ccc(F)cc3)cc2C(=O)N([C@@H](C)CO)C[C@H]1C was read as IDE exosite inh 2.5.
`Cc1noc(C)c1C(=O)N(C)C[C@@H]1OCc2ccccc2-c2ccccc2C(=O)N([C@@H](C)CO)C[C@@H]1C` gave IDE exosite inh -0.537.
`CCC(=O)N1CC[C@@H]2[C@H]1c1cc(-c3ccc(C#N)cc3)ccc1N(C)[C@H]2CO` gave IDE exosite inh 1.42.
COc1ccc(CN(C)C[C@H]2OCCCC[C@H](C)Oc3ccc(NC(=O)C4CCCCC4)cc3C(=O)N([C@@H](C)CO)C[C@H]2C)cc1 was read as IDE exosite inh 0.665.
`O=C(C[C@@H]1C[C@@H]2c3cc(NC(=O)c4ccc5c(c4)OCO5)ccc3O[C@@H]2[C@H](CO)O1)NCCN1CCCCC1` gave IDE exosite inh -1.05.
For COCC(=O)Nc1ccc2c(c1)C(=O)N(C)C[C@@H](OC)[C@@H](C)CN(CCc1ccccc1)[C@H](C)CO2 the results were IDE exosite inh 0.302.

The list goes on.
`O=C(c1ccccn1)N1CC(=O)N2[C@H](CO)[C@H](c3ccc(C#CCc4ccccc4)cc3)[C@H]2C1` gave IDE exosite inh -2.57.
Screening CCC(=O)N1CCCCN2[C@@H](CO)[C@@H](c3ccc(/C=C/c4ccccc4)cc3)[C@@H]2C1 returned IDE exosite inh -1.37.
COc1ccc2c3c(n(C)c2c1)[C@H](CO)N(C(=O)Nc1ccc(F)cc1)CC31CCN(S(=O)(=O)c2cccc(C)c2)CC1 was read as IDE exosite inh -0.267.
C/C=C/c1ccc2c(c1)[C@@H]1[C@@H](CCN1S(=O)(=O)c1ccccc1OC)[C@H](CO)N2C was read as IDE exosite inh -0.0946.
Screening N#C[C@H]1[C@H](c2ccccc2-c2ccc(F)cc2)[C@H](CO)N1C(=O)NC1CCCCC1 returned IDE exosite inh -0.268.
For COc1ccc(S(=O)(=O)N2CCCCN3[C@H](CO)[C@@H](c4ccc(-c5cccnc5)cc4)[C@H]3C2)cc1 the results were IDE exosite inh 0.294.
CCCNC(=O)N1CC(=O)N2[C@H](CO)[C@H](c3ccc(-c4ccccc4)cc3)[C@@H]2C1 was read as IDE exosite inh -2.22.
`COc1cccc(NC(=O)N2CC(=O)N3[C@H](CO)[C@@H](c4ccc(C5=CCCC5)cc4)[C@@H]3C2)c1` gave IDE exosite inh 3.47.
For COc1cccc(C#Cc2ccc([C@H]3[C@H](CO)N4C(=O)CN(C(=O)C5CC5)C[C@@H]34)cc2)c1 the results were IDE exosite inh -4.6*.
Screening COc1ccc2c3c(n(C)c2c1)[C@H](CO)NCC31CN(CC2CCOCC2)C1 returned IDE exosite inh -0.334.
Screening O=C(Cc1cccnc1)N1CC(=O)N2[C@H](C1)[C@H](c1ccc(C#CC3CCCCC3)cc1)[C@@H]2CO returned IDE exosite inh 1.91.
For COc1ccc(-c2ccc3n(c2=O)C[C@@H]2[C@@H](CO)[C@H](C(=O)N(C)C)[C@H]3N2Cc2cncnc2)cc1 the results were IDE exosite inh 0.7.
`CN(C)C(=O)c1cccc(-c2ccc(C3[C@@H]4CN(Cc5cocn5)C[C@H]3N4)cc2)c1` (some centres undefined) gave IDE exosite inh 1.76.
OC[C@@H]1[C@@H](c2ccc(C#CC3(O)CCCC3)cc2)[C@H]2CN(Cc3cccnc3)CCCCN12 was read as IDE exosite inh -0.0687.
`CN(C[C@H]1N[C@@H](CO)[C@H]1c1ccc(-c2cccnc2)cc1)C(=O)CC1CC1` gave IDE exosite inh 3.75.
For CCS(=O)(=O)NCC[C@@H]1CC[C@@H](NS(=O)(=O)c2ccccc2C)[C@H](CO)O1 the results were IDE exosite inh 0.938.
For O=C(NC[C@@H]1[C@@H](c2ccccc2)[C@H](CO)N1C(=O)Cc1cccnc1)C1CC1 the results were IDE exosite inh 2.06.
`C[C@H](NC(=O)C[C@H]1C[C@H]2c3cc(NS(=O)(=O)c4ccc(F)cc4)ccc3O[C@H]2[C@H](CO)O1)c1ccccc1` gave IDE exosite inh -0.121.
Screening COc1ccc(NC(=O)N(C)C[C@@H]2OCc3cnnn3CCCC(=O)N([C@@H](C)CO)C[C@@H]2C)c(OC)c1 returned IDE exosite inh -0.98.
COc1ccc(S(=O)(=O)N(C)C[C@H]2OCCCC[C@@H](C)Oc3ccc(NC(=O)Cc4ccccc4)cc3C(=O)N([C@@H](C)CO)C[C@@H]2C)cc1 was read as IDE exosite inh 1.02.
Screening CC(=O)NC[C@H]1[C@@H](c2ccccc2)[C@@H](CO)N1C(=O)Cc1ccncc1 returned IDE exosite inh 1.28.
Screening O=C(Nc1ccc(F)cc1)N1CC(=O)N2[C@H](CO)[C@H](c3ccc(-c4ccccc4)cc3)[C@@H]2C1 returned IDE exosite inh 1.54.
Screening CC(C)C#Cc1ccc([C@H]2[C@H]3CN(C(=O)Cc4ccccc4)CC(=O)N3[C@H]2CO)cc1 returned IDE exosite inh -1.11.
`COc1cccc(-c2ccc([C@@H]3[C@@H](CO)N4C(=O)CN(C(=O)c5cccnc5)C[C@@H]34)cc2)c1` gave IDE exosite inh -3.73*.
Screening N#C[C@@H]1[C@@H](c2ccccc2)[C@H](CO)N1C(=O)CN1CCOCC1 returned IDE exosite inh 2.37.
`CC(=O)N1CC2(C1)[C@H](c1ccccc1)[C@H](CO)N2C(=O)Cc1ccccc1` gave IDE exosite inh 1.49.
For CO[C@H]1CC[C@H]2CCOc3c(C#N)cccc3C(=O)N(C)CC3(CCCCC3)CC(=O)N(C)C[C@H]1O2 the results were IDE exosite inh 0.0147.
For O=C(Cc1ccccc1)N1CC(=O)N2[C@@H](CO)[C@@H](c3ccc(C#CCc4ccccc4)cc3)[C@@H]2C1 the results were IDE exosite inh -3.96*.
Screening COc1cccc(NC(=O)N2[C@@H](CO)[C@@H](c3ccccc3)[C@@H]2CNCC(C)C)c1 returned IDE exosite inh 1.63.
O=C(NC1CCCC1)N[C@@H]1C=C[C@@H](CC(=O)N2CCOCC2)O[C@@H]1CO was read as IDE exosite inh 2.83.
Screening CN(C)CC(=O)N1CCCCN2[C@@H](CO)[C@@H](c3ccc(-c4cncnc4)cc3)[C@@H]2C1 returned IDE exosite inh 0.0789.
Screening Cc1ccc(-c2ccc([C@H]3[C@@H](CO)N4C(=O)CN(C(=O)c5cccnc5)C[C@H]34)cc2)cc1 returned IDE exosite inh -3.07*.
`C[C@@H](O)C#Cc1ccc([C@@H]2[C@H](CO)N3CCCCN(C(=O)Nc4ccccc4)C[C@@H]23)cc1` gave IDE exosite inh 3.57.
`C[C@@H]1CN([C@H](C)CO)S(=O)(=O)c2ccc(C#CC3(O)CCCC3)cc2O[C@H]1CN(C)C(=O)Nc1cccc(F)c1` gave IDE exosite inh 0.0376.
O=C(C[C@H]1CC[C@H]2NC[C@@H](O)COC[C@@H]2O1)NCc1ccc2c(c1)OCO2 was read as IDE exosite inh -0.663.
O=C(NC[C@@H]1N[C@@H](CO)[C@@H]1c1ccccc1)C1CC1 was read as IDE exosite inh 3.8.
Screening C/C=C/c1ccc([C@@H]2[C@H](CO)N3C(=O)CN(C(=O)Nc4ccccc4F)C[C@@H]23)cc1 returned IDE exosite inh 3.14.
